# Source: PubChem
# DUSP3 inh: blocks human VHR1 dual specificity phosphatase. recombinant VHR phosphatase, pNPP absorbance. inhibition, % at 13.3 µM. 0.52% of 290,000 active. AID 1654; in the data active = inhibition above about 50%; also: some compounds called inactive have numbers as strong as hits
# Target sequence (P51452 whole entry, looked up): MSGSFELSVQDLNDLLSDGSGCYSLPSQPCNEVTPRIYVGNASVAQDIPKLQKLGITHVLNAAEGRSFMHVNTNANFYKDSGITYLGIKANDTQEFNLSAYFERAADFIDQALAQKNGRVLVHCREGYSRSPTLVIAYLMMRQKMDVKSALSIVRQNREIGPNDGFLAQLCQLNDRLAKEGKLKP
# Mtb UGM inh: blocks M. tuberculosis UGM enzyme. purified UGM, fluorescence polarization probe displacement. P9WIQ1. 0.06% of 320,000 active. inhibition, % at 10 µM; in the data active = inhibition above about 10%, passing the limit was not always enough
# MazF activator: MazEF (E. coli) toxin RNase activation; activation, % at 20 µM; FAM/BHQ RNA-DNA oligo cleavage fluorescence, 5 h; 0.32% of 350,000 active; AID 504720; in the data active = activation above about 50%
# Target sequence (P0AE70 whole entry, looked up): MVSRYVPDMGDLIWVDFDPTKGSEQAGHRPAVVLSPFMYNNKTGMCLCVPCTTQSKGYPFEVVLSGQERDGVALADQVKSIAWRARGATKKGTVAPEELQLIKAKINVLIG
# Rv3671c inh: Rv3671c (M. tuberculosis) protease inhibition | P9WHR9 | inhibition, % at 5.96 µM | 0.048% of 320,000 active | AID 2606; in the data active = inhibition above about 38%;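 also: extracellular domain of Rv3671c used as enzyme; 0% = enzyme with DMSO and 100% = no enzyme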
# Target sequence (P9WHR9 whole entry, looked up, the tested form may be a part): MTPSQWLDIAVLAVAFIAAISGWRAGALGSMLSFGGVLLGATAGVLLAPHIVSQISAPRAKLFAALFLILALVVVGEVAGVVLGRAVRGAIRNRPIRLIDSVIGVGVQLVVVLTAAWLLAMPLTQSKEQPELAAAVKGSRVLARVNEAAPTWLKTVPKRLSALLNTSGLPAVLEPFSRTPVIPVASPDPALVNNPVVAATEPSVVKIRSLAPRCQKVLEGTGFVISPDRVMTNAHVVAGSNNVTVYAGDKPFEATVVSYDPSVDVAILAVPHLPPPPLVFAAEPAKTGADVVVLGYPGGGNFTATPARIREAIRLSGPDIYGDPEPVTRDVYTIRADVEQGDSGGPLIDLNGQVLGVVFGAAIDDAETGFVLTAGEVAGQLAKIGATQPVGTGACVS
# CCHF vOTU inh: CCHFV vOTU protease inhibition. Pep-AMC fluorescence. inhibition, % at 11.5 µM. 0.55% of 370,000 active; in the data active = inhibition above about 30%; also: 0% = vehicle wells with enzyme and 100% = no enzyme wells
# Active calls of the source: *; x = no result given.
(1) NC(=O)c1ncn([C@@H]2O[C@H](C(=O)O)[C@@H](O)[C@H]2O)n1
(2) C=CCn1c(COc2ccccc2)nnc1SCC(=O)Nc1ccc(Oc2ccccc2)cc1
(3) OC1OC2COC(c3ccccc3)OC2C(O)C1O (configuration not stated)
(4) COC(=O)C1CN(Cc2ccc(F)cc2)CCS(=O)(=O)N1Cc1cn(CCOC(C)=O)nn1 (configuration not stated)
(5) COc1cc(NC(=O)C2CCCN(S(=O)(=O)c3ccc(Cl)s3)C2)cc(OC)c1 (configuration not stated)
(6) CC(C)(C)NC(=O)C(c1ccnc2ccccc12)n1c(=O)c(-c2cc3ccccc3[nH]2)nc2ccccc21 (configuration not stated)
(7) CCN(C[C@H]1[C@@H](c2ccc(C3=CCCC3)cc2)[C@H](CO)N1C(=O)c1cccnc1)S(=O)(=O)c1ccccc1[N+](=O)[O-]
(8) COc1ccc(-c2cc(-c3nnc(SCC(=O)N4CCOCC4)n3N)[nH]n2)cc1

screen / no.	1	2	3	4	5	6	7	8
DUSP3 inh	x	x	x	x	x	x	x	x
CCHF vOTU inh	-10	9	-3	-6	-1	13	2	2
MazF activator	x	x	x	x	x	x	x	x
Rv3671c inh	x	x	x	x	x	x	x	x
Mtb UGM inh	x	x	x	x	x	x	x	x

(9) COC(=O)[C@]1(C)CN(C(=O)OC(C)(C)C)C2=C1C(=O)C[C@@](C)(C(=O)OC(C)(C)C)C2
(10) COC(=O)N1C[C@H](OC(=O)c2ccc(-c3ccccc3)cc2)[C@H]2C[C@@H]1c1ccccc1O2
(11) COc1ccc(-c2cc(C(=O)NN=C/C(C)=C/c3ccccc3)[nH]n2)cc1
(12) CC(C)C[C@H]1COc2cccc(F)c2S(=O)(=O)N1Cc1cn(Cc2ccco2)nn1
(13) CC(C)[C@H](N)C(=O)N[C@H](C(=O)N1CCC2CCN(S(=O)(=O)c3ccccc3)CC21)C(C)C (some centres not stated)
(14) CC(=O)N1CCN(S(=O)(=O)c2ccc3c(c2)oc(=O)n3C)CC1
(15) Cc1ccc2ccc(C(Nc3ccccc3)c3ccc(Cl)cc3)c(O)c2n1 (configuration not stated)
(16) CCOC(=O)[C@@H]1CSCCS(=O)(=O)N1Cc1ccc(C(F)(F)F)cc1

screen / no.	9	10	11	12	13	14	15	16
DUSP3 inh	x	x	x	x	x	x	x	x
CCHF vOTU inh	7	26	24	3	-3	-4	9	0
MazF activator	x	x	x	x	x	x	x	x
Rv3671c inh	x	x	x	x	x	x	x	x
Mtb UGM inh	x	x	x	x	x	x	x	x

(17) CN1CCCCC(NC(=O)c2c(F)cccc2F)C1=O (configuration not stated)
(18) Cc1ccccc1S(=O)(=O)N1CCCc2nc(-c3ccccc3)ccc21
(19) COc1ccc(CN(C2CCCC2)S(=O)(=O)c2cc(Br)ccc2Br)c(OC)c1
(20) COc1ccc2c(c1)CCCN2C(=O)C1CCCN(S(=O)(=O)c2ccc(C(C)(C)C)cc2)C1 (configuration not stated)
(21) CCOC(=O)[C@]12CCCC=C1N(CCC1=CCCCC1)C(=O)[C@H](CC(=O)N1CCC(c3ccccc3)CC1)C2
(22) COc1ccc(Cn2cc(COC(=O)N3CCCC3)nn2)cc1
(23) Cc1ccc(-c2cc(-c3nnc4sc(Cc5cccs5)nn34)[nH]n2)cc1
(24) O=C(C=Cc1ccc(O)c(O)c1)NCC(=O)NC(Cc1ccccc1)C(=O)O (configuration not stated)

screen / no.	17	18	19	20	21	22	23	24
DUSP3 inh	x	x	x	x	x	x	x	x
CCHF vOTU inh	-9	3	10	9	12	-3	4	1
MazF activator	x	x	x	x	x	x	x	x
Rv3671c inh	x	x	x	x	x	x	x	x
Mtb UGM inh	x	x	x	x	x	x	x	x

# An excerpt of these results, as tab-separated lines.
entry	compound	DUSP3 inh	CCHF vOTU inh	MazF activator	Rv3671c inh	Mtb UGM inh
20	COc1ccc2c(c1)CCCN2C(=O)C1CCCN(S(=O)(=O)c2ccc(C(C)(C)C)cc2)C1 (configuration not stated)	x	9	x	x	x
17	CN1CCCCC(NC(=O)c2c(F)cccc2F)C1=O (configuration not stated)	x	-9	x	x	x

# New compounds follow.
(25) O=C(NCCc1c[nH]c2ccccc12)OCc1cn(Cc2cccc(F)c2)nn1
(26) O=c1c2ccccc2n(Cc2ccco2)n1[C@@H](Cc1ccccc1)Cn1cc(-c2ccc(-c3ccccc3)cc2)nn1
(27) Cc1ccc(C(=O)C2CCN(CC(=O)N3CCOCC3)CC2)cc1
(28) O=C(NCc1ccccc1)[C@H]1CCCN1C(=O)[C@@H]1CCCN1C(=O)c1ccc(Cl)cc1Cl
(29) CC(=O)Nc1ccc(C(=O)N2c3ccccc3N=C(c3ccc4c(c3)OCO4)C2C(=O)NCc2ccccc2)cc1 (configuration not stated)
(30) O=C(NN=Cc1ccccc1C(F)(F)F)c1cc(-c2ccc(Cl)cc2)n[nH]1
(31) COC(=O)[C@]12CCCCC=C1N(Cc1ccc(OC)cc1)C(=O)[C@@H]2CC(=O)NCCc1ccccc1OC
(32) COC(=O)[C@@]12CCCCC3=C1N(CCC3)C(=O)[C@H]2CC(=O)NCC12CC3CC(CC(C3)C1)C2

screen / no.	25	26	27	28	29	30	31	32
DUSP3 inh	x	x	x	x	x	x	x	x
CCHF vOTU inh	1	-24	-3	-5	1	9	6	11
MazF activator	x	x	x	x	x	x	x	x
Rv3671c inh	x	x	x	x	x	x	x	x
Mtb UGM inh	x	x	x	x	x	x	x	x

(33) COC(=O)[C@H]1C[C@@]2(n3ccc4ccccc43)c3ccccc3N(S(=O)(=O)c3ccccc3)[C@H]2N1
(34) NC(Cc1ccc(O)cc1)C(=O)NN=Cc1ccccc1O (configuration not stated)
(35) Cc1cc(Nc2cccc(C(F)(F)F)c2)cc(=O)n1-c1cccc(C(F)(F)F)c1
(36) CCCC(=O)OC12CCCN(C1)/C(=C/c1ccccc1)C2 (configuration not stated)
(37) CN(c1ccc(NC(=O)CCc2c[nH]c3ccccc23)cc1)c1ccccn1
(38) CC(C(=O)NCc1ccccc1)n1c(-c2ccc3c(c2)CCO3)nc2ccccc21 (configuration not stated)
(39) COc1ccc(-n2c(SCC(=O)Nc3ccc4cn[nH]c4c3)nnc2-c2ccccc2)cc1
(40) c1ccc(Cn2c(-c3cccs3)nc3nc4ccccc4nc32)cc1

screen / no.	33	34	35	36	37	38	39	40
DUSP3 inh	x	x	x	x	x	x	x	8
CCHF vOTU inh	7	-4	2	-2	4	7	9	-1
MazF activator	x	x	x	x	x	x	x	x
Rv3671c inh	x	x	x	x	x	x	x	x
Mtb UGM inh	x	x	x	x	x	x	x	x

(41) COc1ccc(S(=O)(=O)NC2CC(C)(C)NC(C)(C)C2)c(C)c1C
(42) COc1ccc(NC(=O)CN2CCC3(O)CCCCC3C2c2ccccc2OC)cc1 (configuration not stated)
(43) CCCCCCN(C(=O)CCCCCN1C(=O)NC(c2ccc(-c3ccccc3)cc2)C(C(=O)OCc2ccccc2)=C1C)C(C(=O)NCCCC)c1ccccn1 (configuration not stated)
(44) CCOC(=O)c1ccc(NC(=O)c2nc[nH]c2C(=O)N2CCN(C(=O)OC(C)(C)C)CC2)cc1
(45) Cc1ccc(NC(=O)COC(=O)c2ccc3c(c2)NC(=O)C2CCCN32)cc1C (configuration not stated)
(46) Cc1n[nH]c(=S)c2nn(-c3cccc(Cl)c3)c(C)c12
(47) CCOC(=O)c1sc(NC(=O)c2cncc(Br)c2)nc1C
(48) Cc1cccc2c(Cl)cc(=O)[nH]c12

screen / no.	41	42	43	44	45	46	47	48
DUSP3 inh	-22	15	11	23	-21	-14	20	20
CCHF vOTU inh	-4	4	20	4	-5	-6	-17	3
MazF activator	x	x	x	x	x	x	x	x
Rv3671c inh	x	x	x	x	x	x	x	x
Mtb UGM inh	x	x	x	x	x	x	x	x

# 3 compounds drawn at random from those above, as already listed:
(48) Cc1cccc2c(Cl)cc(=O)[nH]c12
(47) CCOC(=O)c1sc(NC(=O)c2cncc(Br)c2)nc1C
(42) COc1ccc(NC(=O)CN2CCC3(O)CCCCC3C2c2ccccc2OC)cc1 (configuration not stated)

screen / no.	48	47	42
DUSP3 inh	20	20	15
CCHF vOTU inh	3	-17	4
MazF activator	x	x	x
Rv3671c inh	x	x	x
Mtb UGM inh	x	x	x

# More records follow:
(49) O=C(c1cccs1)N(CCO)Cc1cc2cc3c(cc2[nH]c1=O)OCCO3
(50) Cc1ccc2c(NC(=O)C3CC3)c(C)ccc2n1
(51) COc1ccc2[nH]cc(C(=O)CN3CCN(C/C=C/c4ccccc4)CC3)c2c1
(52) Cc1cc(N=Cc2c(O)n(-c3ccc(C)c(C)c3)c(=O)c3ccccc23)no1
(53) CCOC(=O)c1cc(-c2ccc(Cl)s2)nc2c1c(C)nn2C
(54) N#Cc1ccc(C23CC4(C2)[C@H](CN(Cc2ccc(C(F)(F)F)cc2)[C@@H]4c2ccccc2)C3c2ccc(Cl)nc2)cc1 (some centres not stated)
(55) Cc1cc(NC(=O)COc2cccc3cccnc23)no1
(56) CCN(Cc1cc2ccc(C)cc2[nH]c1=O)C(=O)c1ccncc1

screen / no.	49	50	51	52	53	54	55	56
DUSP3 inh	5	13	-6	0	-12	22	4	-10
CCHF vOTU inh	-12	7	-6	-7	-15	5	-5	-1
MazF activator	x	x	x	x	x	x	x	x
Rv3671c inh	x	x	x	x	x	x	x	x
Mtb UGM inh	x	x	x	x	x	x	x	x

(57) CN(C)S(=O)(=O)N(CC(=O)Nc1ccccc1C(F)(F)F)c1ccccc1
(58) CCCc1cc(=O)[nH]c(/N=C(/NC(=O)c2ccccc2)Nc2ccc3c(c2)OCCO3)n1
(59) C#CCOCCOCCOCCNc1nc(N2CCN(C(=O)CCCCCCCCCCNC(=O)[C@H](CCCCN)n3cc(C)nn3)CC2)nc(N2CCN(C(=O)CCCCCCCCCCNC(=O)[C@H](CO)n3cc(CCCSC)nn3)CC2)n1
(60) CC(C)=CCc1c(-c2ccc(O)cc2O)oc2c3c(cc(O)c2c1=O)OC(C)(C)C=C3
(61) CC(C)=CCc1c2c(c(O)c3c(=O)c4c(oc13)-c1cc(O)c(O)cc1OC4C=C(C)C)C=CC(C)(C)O2 (configuration not stated)
(62) Cc1nn(Cc2ccccc2)c(C)c1NC(=O)CSc1nc2sc3c(c2c(=O)n1C)CCC3
(63) C=C[C@H]1[C@H](OC2OC(CO)C(O)C(O)C2O)OC=C(C(=O)OC)[C@H]1C[C@H]1CC(=O)C[C@H](CC(=O)CCc2ccc(O)cc2)O1 (some centres not stated)
(64) NNC(=O)c1ccccc1CO

screen / no.	57	58	59	60	61	62	63	64
DUSP3 inh	-4	x	x	x	x	x	x	x
CCHF vOTU inh	-11	x	x	x	x	x	x	x
MazF activator	x	5	-79	-4	-17	1	5	6
Rv3671c inh	x	-10	-5	-26	-1	-2	4	4
Mtb UGM inh	x	0.7	3.3	4.7	-0.2	1.7	0.6	0.1

# Seven entries from above, with bars between the fields.
no. | compound | DUSP3 inh | CCHF vOTU inh | MazF activator | Rv3671c inh | Mtb UGM inh
58 | CCCc1cc(=O)[nH]c(/N=C(/NC(=O)c2ccccc2)Nc2ccc3c(c2)OCCO3)n1 | x | x | 5 | -10 | 0.7
59 | C#CCOCCOCCOCCNc1nc(N2CCN(C(=O)CCCCCCCCCCNC(=O)[C@H](CCCCN)n3cc(C)nn3)CC2)nc(N2CCN(C(=O)CCCCCCCCCCNC(=O)[C@H](CO)n3cc(CCCSC)nn3)CC2)n1 | x | x | -79 | -5 | 3.3
60 | CC(C)=CCc1c(-c2ccc(O)cc2O)oc2c3c(cc(O)c2c1=O)OC(C)(C)C=C3 | x | x | -4 | -26 | 4.7
61 | CC(C)=CCc1c2c(c(O)c3c(=O)c4c(oc13)-c1cc(O)c(O)cc1OC4C=C(C)C)C=CC(C)(C)O2 (configuration not stated) | x | x | -17 | -1 | -0.2
62 | Cc1nn(Cc2ccccc2)c(C)c1NC(=O)CSc1nc2sc3c(c2c(=O)n1C)CCC3 | x | x | 1 | -2 | 1.7
63 | C=C[C@H]1[C@H](OC2OC(CO)C(O)C(O)C2O)OC=C(C(=O)OC)[C@H]1C[C@H]1CC(=O)C[C@H](CC(=O)CCc2ccc(O)cc2)O1 (some centres not stated) | x | x | 5 | 4 | 0.6
64 | NNC(=O)c1ccccc1CO | x | x | 6 | 4 | 0.1

# Further results follow.
(65) N#C/C(=C\c1cccc2ccccc12)c1nn(-c2ccccc2)c(N)c1C#N
(66) CC(=O)c1ccc(O[C@@H]2O[C@H](CO)[C@@H](O)[C@H](O)[C@H]2O)cc1
(67) C#CCOCCOCCOCCNc1nc(N2CCN(C(=O)C([C@@H](C)CC)n3cc(C(N)COC(=O)C(F)(F)F)nn3)CC2)nc(N2CCN(C(=O)[C@H](CCCCN)n3cc(C(N)[C@H](C)CC)nn3)CC2)n1 (some centres not stated)
(68) O=C(Nc1ccccc1-c1nnn(CC(=O)N2CCCc3ccccc32)n1)c1cccc(Cl)c1

screen / no.	65	66	67	68
DUSP3 inh	x	x	x	x
CCHF vOTU inh	x	x	x	x
MazF activator	-9	8	2	-4
Rv3671c inh	-12	1	-1	2
Mtb UGM inh	0.4	3.4	-2.1	-1.5

# An excerpt; rates above refer to the full screens.
